# SMN2 splice enh: qHTS Assay for Enhancers of SMN2 Splice Variant Expression. Potency, µM (highest dose often 46.1 µM), for inactives: at the top dose activity change, positive = activation, hits mostly activators. 2.8% of 210,000 active. HEK293 SMN2-luciferase splicing reporter, luminescence, 30-36 h; also: % of control where 0% means no effect; nearly all actives have a fitted effect of over 55% in size
#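 HEK293 cells carry an SMN2 […]–luciferase reporter in which exon 7 inclusion puts luciferase in frame. Cells were plated 10-12 h before compound addition, then incubated 30-36 h at 37C. ONE-Glo luminescence was read; sodium butyrate at 4.5 mM final served as control.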
# Tau fibril ThT: qHTS for Inhibitors of Tau Fibril Formation, Thioflavin T Binding | Microtubule-associated protein tau (Homo sapiens), P10636 | Potency, µM (top dose mostly 57.4 µM), without a hit: top-dose activity, negative = inhibition, hits mostly inhibitors | AID 1460, 2008 | recombinant tau K18 P301L, heparin-induced fibrillization, ThT fluorescence | 2.1% of 270,000 active; also: % is scaled to controls: 0 for no effect and ±100 for the full control effect; nearly all actives have a fitted effect of over 55% in size
# Target sequence (P10636 561-689 P618L limits assumed): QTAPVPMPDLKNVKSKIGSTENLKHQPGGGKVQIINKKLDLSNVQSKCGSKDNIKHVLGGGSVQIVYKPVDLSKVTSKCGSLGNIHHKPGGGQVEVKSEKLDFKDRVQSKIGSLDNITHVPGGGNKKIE
#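 Using a mix of unlabeled (15 uM) and Alexa 594-labeled (0.24 uM) tau K18 P301L, heparin-triggered fibrillization over 6 hr at 37 C was scored by ThT fluorescence.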
# HTT ATP protect: qHTS Multiplex Assay to Identify Dual Action Probes in a Cell Model of Huntington: Cytoprotection (ATP). 0.14% of 230,000 active. PC12 HTT-Q103 induced, cytoprotection, ATP luminescence, 40 h. Potency, µM (titrated, usually from 56.4 µM), inactives show cytoprotection (ATP increase), actives largely listed as activators;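 also: % of control where 0% means no effect; nearly all actives have a fitted effect of over 45% in size; toxic huntingtin expression switched on by the ecdysone agonist tebufenozide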
#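 ATP quantification (ATPlite) reports survival of PC12 cells in which tebufenozide, 100 nM final, switches on Htt exon 1 with 103 glutamines linked to GFP; compounds are titrated.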
# JMJD2E inh: qHTS Assay for Inhibitors of Human Jumonji Domain Containing 2E (JMJD2E). Potency, µM (top dose mostly 57.1 µM), inactives show at the top dose activity change, negative = inhibition, most hits filed as inhibitors. Lysine-specific demethylase 4E (Homo sapiens), B2RXH2. JMJD2E catalytic domain, FDH-coupled NADH fluorescence (FDH is formaldehyde dehydrogenase). 1.6% of 230,000 active; active = well fitted inhibition curve with a large enough effect, not every such curve was filed as active; inconclusive = small, poorly fitted or top-dose-only effect, or another doubt; inactive = no such curve, though single readings can be large or run the other way;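 also: 0% = wells with enzyme and -100% = buffer wells without enzyme; nearly all actives have a fitted effect of over 50% in size; many of its hits are not listed in these tables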
# Target sequence (B2RXH2 1-337 limits assumed): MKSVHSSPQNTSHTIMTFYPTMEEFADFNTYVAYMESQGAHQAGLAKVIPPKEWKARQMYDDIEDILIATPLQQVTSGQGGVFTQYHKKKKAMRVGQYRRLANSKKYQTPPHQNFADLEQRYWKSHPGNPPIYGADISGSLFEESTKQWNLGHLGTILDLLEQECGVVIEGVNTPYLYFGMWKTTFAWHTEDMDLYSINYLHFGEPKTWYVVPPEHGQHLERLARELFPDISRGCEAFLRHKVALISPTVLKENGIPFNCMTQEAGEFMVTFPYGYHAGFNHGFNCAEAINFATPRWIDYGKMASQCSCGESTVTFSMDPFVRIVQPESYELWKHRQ
# ALDH1A1 inh: qHTS Assay for Inhibitors of Aldehyde Dehydrogenase 1 (ALDH1A1); 7.3% of 220,000 active; Purified ALDH1A1, NADH fluorescence, propionaldehyde substrate; Potency, µM (titrated, usually from 75.3 µM), for the others: top-dose activity, negative = inhibition, hits mostly inhibitors; active = well fitted inhibition curve with a large enough effect, not every such curve was filed as active; inconclusive = small, poorly fitted or top-dose-only effect, or another doubt; inactive = no such curve, though single readings can be large or run the other way;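 also: plate controls were no enzyme wells and a reference inhibitor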
# Target sequence (P00352 whole entry, looked up): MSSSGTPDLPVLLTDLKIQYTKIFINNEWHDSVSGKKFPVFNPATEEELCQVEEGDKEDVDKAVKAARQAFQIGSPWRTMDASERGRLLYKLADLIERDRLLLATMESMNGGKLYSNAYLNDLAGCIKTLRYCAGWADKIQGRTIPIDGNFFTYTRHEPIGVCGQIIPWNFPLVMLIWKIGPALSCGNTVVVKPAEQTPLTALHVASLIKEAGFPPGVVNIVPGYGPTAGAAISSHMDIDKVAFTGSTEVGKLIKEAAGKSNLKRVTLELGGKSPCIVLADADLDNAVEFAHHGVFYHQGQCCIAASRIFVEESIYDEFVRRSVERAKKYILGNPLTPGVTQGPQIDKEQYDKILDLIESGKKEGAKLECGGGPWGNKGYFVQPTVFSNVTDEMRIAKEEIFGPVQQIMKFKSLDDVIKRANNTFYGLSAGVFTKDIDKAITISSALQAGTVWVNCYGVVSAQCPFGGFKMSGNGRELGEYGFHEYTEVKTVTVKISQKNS
# Tau FP inhib: qHTS for Inhibitors of Tau Fibril Formation, Fluorescence Polarization. Microtubule-associated protein tau (Homo sapiens), P10636. K18 P301L tau heparin fibrillization, Alexa594 FP, 6 h. Potency, µM (highest dose often 57.7 µM), without a hit: at the top dose activity, negative = inhibition, hits mostly inhibitors. 0.39% of 280,000 active. AID 1468, 2008; also: % is scaled to controls: 0 for no effect and ±100 for the full control effect; nearly all actives have a fitted effect of over 55% in size
#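 Heparin (20 uM) drove fibril formation of recombinant tau K18 P301L, 15 uM unlabeled with 0.24 uM Alexa 594 label, for 6 hr at 37 C in 100 mM sodium acetate pH 7. Fluorescence polarization (555/632 nm) read 1 hr after 30 uM ThT.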
# Tau fluor cs: Counterscreen qHTS for Inhibitors of Tau Fibril Formation, Fluorescence Polarization. tau K18 P301L (four-repeat tau fragment) Alexa594 fluorescence, heparin fibrillization. Potency, µM (doses to about 57.7 µM), for the others: at the top dose activity change, negative = decrease. 0.93% of 280,000 active. AID 1463, 2008; also: % is scaled to controls: 0 for no effect and ±100 for the full control effect; nearly all actives have a fitted effect of over 55% in size
#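 Human K18 P301L tau (15 uM unlabeled plus 0.24 uM Alexa 594-labeled, final) in 100 mM sodium acetate pH 7 was mixed with compound and 20 uM heparin and incubated 6 hr at 37 C.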
# HttQ103 aggreg: qHTS Multiplex Assay to Identify Dual Action Probes in a Cell Model of Huntington: Aggregate Formation (GFP) | AID 1688, 2009 | PC12 HttQ103-GFP aggregates, Acumen cytometry, 40 h | 1.1% of 220,000 active | Potency, µM (series often up to 46.1 µM), inactives show at the top dose activity change, negative = inhibition, actives largely listed as inhibitors; also: % is scaled to controls: 0 for no effect and ±100 for the full control effect; nearly all actives have a fitted effect of over 60% in size
#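 Aggregates are detected as GFP objects 1–25 µm with signal 6 STDEV over background in lysates of induced PC12 cells. These carry Huntingtin exon 1 with 103 glutamines fused to GFP under an ecdysone promoter; compounds titrated.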
# An asterisk follows results filed as active; u = inconclusive; x = no result given; & = joins results of further samples; [ ] = dose if it differs, or a comment. Unless noted, calls follow the shape of the dose curve; as a rule, active = well fitted curve in the direction sought with a large enough effect; inconclusive = small, poorly fitted or top-dose-only effect, or another doubt; inactive = no such curve, though single readings can be large; an effect the other way counts as inactive or inconclusive. Potency is read from the fitted curve at half-maximal effect. These rows are one share of the data; count on the stated rates, not on these rows.
# Every second line gives: SMN2 splice enh | Tau fibril ThT | HTT ATP protect | JMJD2E inh | ALDH1A1 inh | Tau FP inhib | Tau fluor cs | HttQ103 aggreg
- COc1ccccc1C(c1nnnn1C(C)(C)C)N1CCCCCC1 (stereo unspecified)
  -22% | -12% | 16%[10 µM] | 0% | u | -8% | -3% | -32%
- Cc1cc(=O)n2c3ccccc3n(CC(O)CN3CCCC3)c2c1C#N (stereo unspecified)
  -3% | -3% | 10% | u | u | -2% | 0% | 13%
- CCCc1nnc(SCC(=O)N2C(C)CCCC2C)n1CC1CCCO1 (stereo unspecified)
  -7% | -8% | -18% | 2% | -2% | u | -8% | 24%
- COc1cc2c(cc1NCc1ccccn1)oc1ccccc12
  13% | u | 8%[10 µM] | u | u | 11% | u | 6%
- COC(=O)c1cc2n(n1)CCN(Cc1ccccc1F)C2=O
  -7% | 16% | 2% | -2% | u | 2% | 8% | 27%
- CC(C)NS(=O)(=O)c1ccc(OCC(=O)N2CCCC2)c(Cl)c1
  6% | -2% | -17% | 7% | 20% | 5% | -3% | -16%
- CC(Sc1nc2c(cc1C#N)CCCCC2)C(=O)O (stereo unspecified)
  7% | -3% | -26% | 3% | -11% | -2% | -1% | 2%
- CCOc1ccc(NC(=O)Cn2c(=O)n(-c3ccccc3)c(=O)c3ccc(C(=O)NCc4ccc5c(c4)OCO5)cc32)cc1
  14% | 15% | x | x | x | u | -22% | x
- O=C(NC1CC1)c1cccc(Nc2ccc(-c3ccc4c(c3)OCCO4)nn2)c1
  u | u | -130%[inhibitor][10 µM] | -5% | u | 11% | u | u
- CCOC(=O)c1c(-c2ccccc2)csc1NC(=O)c1cc(-c2cccc(Cl)c2)on1
  -1% | -16% | x | x | x | -17% | -7% | x
- O=C(O)c1nn2c(c1Br)NC(c1ccccc1)CC2C(F)(F)F (stereo unspecified)
  -15% | -10% | -20% | -7% | 1% | 1% | -4% | 1%
- CC(O/N=C\c1ccccc1O)C(=O)Nc1ccccc1C(=O)N1CCOCC1 (stereo unspecified)
  27% | -10% | x | 8% | 3% | -8% | -18% | -1%
- CCn1cc(/C=N/NC(=O)c2ccc(C#N)cc2F)c2ccccc21
  -14% | u | -15% | 3% | 0% | 7% | u | 12%
- COC(=O)C1=C(N)Oc2cc(N(C)C)ccc2C1c1ccccc1OC (stereo unspecified)
  u | -15% | -49%[inhibitor][10 µM] | -2% | -10% | 11% | u | -16%
- COc1ccc(C=C(c2ccc(OC)cc2)c2ccc(OC)cc2)cc1
  -15% | -19% | -4% | u | u | 1% | u | -19%
- Cc1ccc(-c2noc(C3CCN(S(=O)(=O)c4ccc5c(c4)OCCO5)CC3)n2)o1
  -53% | u | -8%[10 µM] | -12% | 28µM* | -4% | u | u
- Cn1cnnc1SCC(=O)OCN1C(=O)c2ccccc2C1=O
  11% | -1% | -17% | 19% | 0% | -2% | 2% | -16%
- Cc1ccccc1Nc1nc(N)nc(COC(=O)CCS(=O)(=O)c2ccccc2)n1
  11% | -8% | -17% | 0% | u | 7% | -8% | 8%
- CSc1cccc(Nc2cc(C(=O)NC3CCCCC3)c3ccccc3n2)c1
  -13% | 2% | x | x | x | -4% | u | x
- C=CC[C@@H]1C=C[C@@H](O/N=C\[C@@H](OC)[C@H](C)/C=C\CC(=O)OC)[C@@H](CO)O1
  x | 3%[11.5 µM] | -3%[10 µM] | x | 2%[13.5 µM] | -1%[11.6 µM] | 1%[11.6 µM] | x
- CCSc1nc2c(c(=O)[nH]c(=O)n2C)n1CC(O)COc1ccccc1 (stereo unspecified)
  -2% | -5% | -33% | -5% | -3% | -4% | -3% | -6%
- Cc1ccc2cc(CN(C(=O)c3cccc(Cl)c3)c3ccccc3)c(=O)[nH]c2c1
  4% | 1% | x | x | x | -6% | -5% | x
- Cc1ccc(Nc2nc(N)nc(CN3CCN(c4ccccc4)CC3)n2)cc1Cl
  13% | u | -2% | 4% | -10% | 1% | u | -17%
- CCC(C)[C@H](NC(=O)[C@@H]1Cc2ccccc2CN1C(=O)OC(C)(C)C)C(=O)NCC1CCC(C(=O)O)CC1 (stereo partly specified)
  x | 6% | 12%[10 µM] | -4% | x | -6% | 3% | 7%[9.22 µM]
- Cc1ccc(OCc2ccc(C(=O)Nc3ccc(S(N)(=O)=O)cc3)o2)cc1
  -2% | 14% | x | 7% | 4% | 7% | 17% | 20%
- COc1cc(C(=O)N[C@@H](C)C(=O)NCc2ccco2)cc(OC)c1OC
  5% | -3% | -3%[10 µM] | 16% | 4% | 0% | -3% | 16%
- CN(Cc1ccc(O)cc1)C1CCCCC1
  -8% | 0% | 3%[10 µM] | 2% | 7% | 4% | 0% | 3%
- O=C(NCc1n[nH]c(=S)n1-c1ccccc1)c1ccc(S(=O)(=O)N2CCCCC2)cc1
  1% | -3% | -38% | -5% | 11µM* | 3% | 0% | -6%
- Cc1ccc(S(N)(=O)=O)cc1NC(=O)c1c(-c2c(Cl)cccc2Cl)noc1C
  2% | 4% | x | x | x | -4% | -4% | x
- Cc1onc(-c2ccccc2)c1-c1ccnn1S(=O)(=O)c1ccc(Cl)cc1
  x | -13% | 14%[10 µM] | -5% | 7.9µM* | -2% | u | -2%[9.22 µM]

# Entries of single compounds as entered above. Values in the order: SMN2 splice enh, Tau fibril ThT, HTT ATP protect, JMJD2E inh, ALDH1A1 inh, Tau FP inhib, Tau fluor cs, HttQ103 aggreg
# COc1cc(C(=O)N[C@@H](C)C(=O)NCc2ccco2)cc(OC)c1OC in the list: 5%, -3%, -3%[10 µM], 16%, 4%, 0%, -3%, 16%
# CC(C)NS(=O)(=O)c1ccc(OCC(=O)N2CCCC2)c(Cl)c1 in the list: 6%, -2%, -17%, 7%, 20%, 5%, -3%, -16%

# (listing goes on)
# Every second line gives: SMN2 splice enh | Tau fibril ThT | HTT ATP protect | JMJD2E inh | ALDH1A1 inh | Tau FP inhib | Tau fluor cs | HttQ103 aggreg
- c1ccc(-c2noc(-c3ccno3)n2)nc1
  x | 4% | 1%[10 µM] | 3% | 4% | 10% | 11% | -5%[9.22 µM]
- COc1ccccc1CN1C[C@@H]2C[C@@H](c3cccc(C)c3)N3CCC[C@@]23C1=O
  x | -3% | 7%[10 µM] | 0% | 7% | 4% | 9% | -4%[9.22 µM]
- O=C(Nc1ccc(Cc2ccncc2)cc1)C1CCC(N2C(=O)C3CC=CCC3C2=O)CC1 (stereo unspecified)
  -67%[inhibitor] | -9% | -15% | 2% | -7% | 1% | -4% | -7%
- COc1ccccc1N(CC(=O)NCCc1ccccc1)S(C)(=O)=O
  x | -11% | -21% | u | u | -5% | 0% | u
- O=C1c2ccccc2C(=O)C12OC2c1ccc(Cl)cc1 (stereo unspecified)
  -78%[inhibitor] | 3.2µM* | 0%[10 µM] | u | 0.79µM* | u | -20% | 32µM*
- CCOc1ccc2[nH]c(=O)c(CN(CC3COCCO3)C(=O)c3ccco3)cc2c1 (stereo unspecified)
  -11% | -3% | -15% | u | u | 4% | 3% | 0%
- COc1ccc(N2C(=O)/C(=C\c3ccco3)N=C2SCC(=O)NC(C)C)cc1Cl
  11% | u | 13%[10 µM] | -25% | 1% | u | -26% | u
- Cc1ccc(SCc2cc(=O)c3c(=O)n(-c4ccccc4)[nH]c3[nH]2)cc1
  18% | u | x | u | 2% | -18% | -26% | 20%
- COc1cccc(/C=N\NC(=O)c2sc(N)nc2C)c1OC
  15% | -19% | 8% | -5% | 5% | 7% | -11% | 18%
- COc1ccc(C(=O)N2CCN(C3CCN(Cc4ccccc4)CC3)CC2)cc1OC
  -12% | -3% | -9% | u | u | 2% | -4% | 3%[9.22 µM]
- CC1(C)CNC(=O)C=C(c2ccccc2)C1
  x | -14% | -8% | -3% | 4% | 3% | -10% | -21%
- CS(=O)(=O)N1CCN(c2ccccc2NC(=O)c2cccnc2Cl)CC1
  -17% | -7% | 7% | 3% | 2% | 1% | -12% | 27%[1.84 µM]
- Cc1ccc2c(C(=O)CSc3ccccc3)c(C)[nH]c2c1
  26% | -1% | 8%[10 µM] | 4% | 0% | -14% | -8% | 2%
- CC(C)NS(=O)(=O)c1ccc(OCC(=O)N2CCCC2)cc1
  -23% | -1% | 11%[10 µM] | 5% | u | -2% | -1% | -12%
- O=[N+]([O-])c1ccc(-c2nc3ccc([N+](=O)[O-])cc3[nH]2)cc1
  x | 2.8µM* | -94%[inhibitor] | 2% | 10% | u | u | 18µM*
- CCC(C)(C)NC(=O)c1ccc2c(c1)S(=O)(=O)c1ccccc1C2=O
  6% | -10% | -50%[inhibitor] | -3% | 3.5µM* | 9% | -18% | 10%
- CCc1nc(N)c(C#N)c(-c2cccc3ccccc23)c1C
  20% | 5% | 7%[10 µM] | u | 8% | 5% | 3% | 2%
- COc1ccc(CCNC(=O)CCSc2nc(-c3ccco3)cc(C(F)(F)F)n2)cc1
  -14% | -17% | -16% | u | u | -3% | -20% | 6%
- CCOC(=O)N1CCN(C(=O)c2nc3ccccc3s2)CC1
  u | -9% | -32% | -4% | -15% | 8% | -2% | 4%
- Cc1cc(OCC#N)nc(N)n1
  x | 11% | 6%[10 µM] | -10% | 9% | -13%[2.34 µM] | 13% | 20%[9.22 µM]
- Cc1cccc(NC(=O)Nc2ccc(C)c(C)c2)n1
  u | u | -27% | -2% | 6% | 3%&-1% | -9%&-5% | -7%
- C=C(C)C(=O)C1CCCCC1
  -1% | 0% | u | 11% | 2% | -3% | 4% | x
- Cc1nc2ncc(Br)cc2[nH]1
  6% | 7% | x | -4% | 2% | -4% | -3% | 14%
- CCOC(=O)C1CCN(C(=O)c2ccccc2NC(=O)c2ccc(Br)cc2)CC1
  -8% | -3% | x | 3% | -4% | -8% | -4% | 1%
- Cc1ccc(N2C(=O)C3C4C=CC(CNC(=S)Nc5ccc(Cl)cc5)(O4)C3C2=O)cc1 (stereo unspecified)
  -20% | -9% | 14%[10 µM] | 3% | 0.32µM* | 2% | -18% | -7%
